USP8 inh: human USP8 deubiquitinase inhibition. P40818. purified USP8, Ub-rhodamine cleavage fluorescence, 30 min. inhibition, % at 20 µM. 4.2% of 47,000 active
Target sequence (P40818 whole entry, looked up): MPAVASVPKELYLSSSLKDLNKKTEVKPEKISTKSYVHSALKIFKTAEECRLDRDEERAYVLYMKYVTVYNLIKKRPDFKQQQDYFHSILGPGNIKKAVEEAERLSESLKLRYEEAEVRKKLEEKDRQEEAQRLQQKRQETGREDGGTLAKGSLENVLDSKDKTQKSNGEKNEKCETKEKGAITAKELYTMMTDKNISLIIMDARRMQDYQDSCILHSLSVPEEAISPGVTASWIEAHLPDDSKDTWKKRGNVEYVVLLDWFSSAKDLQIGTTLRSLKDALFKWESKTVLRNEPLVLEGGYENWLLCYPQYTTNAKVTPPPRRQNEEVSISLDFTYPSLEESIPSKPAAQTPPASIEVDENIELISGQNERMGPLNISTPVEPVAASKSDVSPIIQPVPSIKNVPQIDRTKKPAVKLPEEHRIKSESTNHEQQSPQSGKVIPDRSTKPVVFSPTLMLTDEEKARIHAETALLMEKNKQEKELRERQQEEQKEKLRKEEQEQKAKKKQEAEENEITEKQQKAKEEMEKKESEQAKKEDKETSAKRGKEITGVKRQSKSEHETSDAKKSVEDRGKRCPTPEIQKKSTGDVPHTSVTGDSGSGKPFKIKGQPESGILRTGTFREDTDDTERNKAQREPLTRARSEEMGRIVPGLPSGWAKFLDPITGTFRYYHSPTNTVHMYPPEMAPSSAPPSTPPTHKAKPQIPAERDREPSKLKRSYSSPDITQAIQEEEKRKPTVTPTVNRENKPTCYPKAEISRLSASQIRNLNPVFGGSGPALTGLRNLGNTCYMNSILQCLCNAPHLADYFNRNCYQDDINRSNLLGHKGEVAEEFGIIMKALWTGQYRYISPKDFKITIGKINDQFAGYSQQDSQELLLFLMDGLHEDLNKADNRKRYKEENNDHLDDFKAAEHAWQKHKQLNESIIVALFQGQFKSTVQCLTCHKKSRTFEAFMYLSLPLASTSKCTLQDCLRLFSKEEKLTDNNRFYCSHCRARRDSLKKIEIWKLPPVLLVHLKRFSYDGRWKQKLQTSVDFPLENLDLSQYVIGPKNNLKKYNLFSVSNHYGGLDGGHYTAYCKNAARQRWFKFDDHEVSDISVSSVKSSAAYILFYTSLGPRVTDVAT
USP30 inh: inhibitors of human USP30 deubiquitinase. 5.3% of 47,000 active. inhibition, % at 25 µM. Q70CQ3. AID 1645860. purified USP30, Ub-rhodamine cleavage fluorescence
OTUD3 inh: blocks human OTUD3 ubiquitin-rhodamine cleavage; 0.7% of 47,000 active; Q5T2D3; purified OTUD3, Ub-rhodamine fluorescence, 2 h; inhibition, % at 25 µM
USP28 block: blocks human USP28 ubiquitin-rhodamine cleavage; Q96RU2; purified USP28, Ub-rhodamine cleavage fluorescence, 30 min; inhibition, % at 25 µM; 3% of 47,000 active
USP10 block: blocks human USP10 ubiquitin-rhodamine cleavage. purified USP10, Ub-rhodamine fluorescence, 60 min. inhibition, % at 20 µM. Q14694. 1.1% of 47,000 active. AID 1645856
USP17 block: human USP17-like deubiquitinase inhibition; purified USP17, Ub-rhodamine cleavage fluorescence, 3 h; inhibition, % at 50 µM; 6.5% of 47,000 active
USP7 inh: human USP7 deubiquitinase inhibition | purified USP7, Ub-rhodamine cleavage fluorescence | 0.3% of 47,000 active | inhibition, % at 20 µM | AID 1645854
UCHL1 block: human UCHL1 deubiquitinase inhibition | purified UCHL1, Ub-rhodamine cleavage fluorescence | inhibition, % at 20 µM | 0.2% of 47,000 active | AID 1645859
* marks the source's active call; other numbers are inactive results; i = inactive; x = no result given. No stated cut-off is given here; in the data, active means inhibition above about 30%; inactive means the rest.

SMILES	USP8 inh	USP30 inh	OTUD3 inh	USP28 block	USP10 block	USP17 block	USP7 inh	UCHL1 block
O=C(c1n[nH]c2c1CCCC2)N1CCCC(c2ccncn2)C1 (centres undefined)	0	-3	-5	-1	2	-1	-3	0
CCN(CC)c1ccc2nnc(CCC(=O)Nc3cccc(C)n3)n2n1	-2	-2	-5	1	-5	-4	-5	-3
CC(=O)Nc1ccc(/C=C/c2nc3ccccc3o2)cc1	1	-21	-19	-10	-2	-16	-2	0
O=C(NC1CCCCC1)N1CCC(OCc2nc(C3CC3)no2)CC1	1	23	17	10	0	16	2	0
Cc1ccc(S(=O)(=O)N2CCCC(c3[nH]ncc3C(=O)N(C)C)C2)cc1 (centres undefined)	-4	6	3	8	-1	-1	2	-1
O=[N+]([O-])c1cc(CO)ccc1Oc1ccc(F)cc1F	-132	-12	-2	0	2	-28	-127	1
Cc1ccc(CNC(=O)Cn2ccc3ccn(C)c3c2=O)cc1	-187	23	9	17	-1	23	2	3
CCCCOc1ccc(-c2cc3c(N4CCN(CC)CC4)nccn3n2)cc1	-31	-62	-19	-7	-9	-24	-45	0
Cc1ccc(C(CNC(=O)COc2ccc(F)cc2)N2CCCCC2)o1 (centres undefined)	5	-41	-11	-18	-3	-18	-6	-4
CC(C)Cn1cc(OC(=O)c2ccc(F)cc2)c2c1nc(-c1ccc(F)cc1)n1c3ccccc3nc21	-180	i	-248	-282	-10	-187	-145	-150
O=C(Cc1csc(-c2ccccc2F)n1)N1CCCC1	-17	-77	-18	-11	-2	-5	-10	-9
Cc1nc(N2CCN(C)CC2)ncc1-c1cc(=O)[nH]c(N2CCc3ccccc32)n1	11	10	3	4	1	5	4	0
CCn1cc(C(=O)NCc2cnc(C3CCCCO3)nc2)cn1 (centres undefined)	22	11	3	2	0	9	5	1
Cc1ccc(NS(=O)(=O)c2ccc3c(c2)NC(=O)CC(C)S3)c(C)c1 (centres undefined)	24	13	16	23	5	18	3	5
CC(C)c1ccc(N2CCN(Cc3cccnc3)C2=O)cc1	0	19	8	14	-1	1	0	3
O=C(NC(=O)c1c(F)cccc1Cl)Nc1ccccc1N1CCCCC1	6	27	3	6	7	-1	8	5
Cc1nc2nc(CN(C(=O)COc3ccccc3)c3ccccc3)nn2c(C)c1Cl	12	36*	13	9	2	4	-4	0
COc1ccc(NC(=O)CCc2cccc3[nH]ccc23)cc1F	17	-20	-4	9	1	-3	-4	-3
COCCN1C[C@@H](C)[C@@]2(COCCN(C(=O)c3cccc(C)n3)C2)C1	-126	-2	3	-3	1	-16	2	2
CC1CCN(C(=O)COc2ccc(NC(=O)C3CC3)cn2)CC1	16	-13	2	-5	-4	-1	1	-2
COc1ccccc1-c1nnc(CS(=O)(=O)c2ccccc2)o1	-13	6	1	5	2	-2	0	2
CCOC(=O)N1CCN(C(=O)c2cn(-c3cccc(F)c3)nn2)CC1	9	28	13	13	2	16	-3	0
Cc1nc(-c2cccc(S(=O)(=O)Nc3ccccc3Cl)c2)no1	4	-14	-1	-4	5	0	3	-2
COc1ccc(-c2noc(CSc3nnc(-c4ccc5c(c4)OCCO5)n3C)n2)cc1	0	11	3	11	2	10	0	0
C=Cn1ncc(CN2CCC3(CC2)Nc2ccccc2C2=NCCN23)c1C	-6	-37	-19	-17	-5	-27	0	-3
Cn1c(COc2cccc3cccnc23)nnc1SCC(N)=O	2	-20	-8	-13	0	-8	0	-4
O=C(c1ccc(C23CC4CC(CC(C4)C2)C3)o1)N1CCCc2ccccc21	15	14	19	11	13	6	15	5
Cn1c(-c2nnc(SCC(=O)Nc3ccc4c(c3)OCO4)o2)cc2ccccc21	6	2	10	1	12	13	6	2
CN1[C@@H](CCC(=O)NCc2ccccc2)CNC(=O)[C@@H]2[C@H]1CCN2Cc1ccccn1	-62	-163	-30	-23	-6	-87	-16	-8
CC(C)c1ccc(NC(=O)C2C3C=CC4(O3)C2C(=O)N(CCCN(C)Cc2ccccc2)C4C(=O)NC2CCCCC2)cc1 (centres undefined)	-38	1	-5	6	-3	-13	-22	1
Cc1cc(O)c2c(c1)C([C@]13Cc4cc(O)c5c(c4[C@H]1C=C[C@@H](O)[C@H]3O)C(=O)c1c(O)ccc(O)c1C5=O)OC2=O (some centres undefined)	-327	-461	-150	-202	-10	-230	-128	-69
Cc1nc(-c2csc(S(=O)(=O)N(C)Cc3ccccc3)c2)no1	0	-9	-9	-9	2	-12	0	-2
Cc1cc(NC(=O)CN2[C@H](Cc3ccccc3)C[C@H]3NC(=O)CCCC[C@@H]32)nn1C	10	10	3	0	2	6	4	3
Cc1cc(NCc2ccccc2F)n2nc(-c3cccnc3)nc2n1	3	x	-1	x	3	6	4	6
O=C(c1csc(S(=O)(=O)N2CCOCC2)c1)N1CCCC1	3	-1	-1	-1	-2	0	0	-4
CCC(C)NC(=O)c1ccc(N2CCSc3ncccc32)s1 (centres undefined)	-4	-10	-8	-3	-2	-15	0	1
CCn1c(=O)c(N2CCCC(C(=O)NCCCN3CCOCC3)C2)nc2cccnc21 (centres undefined)	2	-10	-1	-4	1	3	0	-18
O=C(Cn1cnc2ccccc2c1=O)c1c[nH]c2ccccc12	25	44*	0	32*	2	47*	-12	0
Cc1ccc(C(=O)N2c3ccccc3OCC2c2ccccc2)cc1 (centres undefined)	3	-62	13	10	11	6	7	5
O=C(Nc1cccc(Cl)c1)NC1CC(=O)N(C2CC2)C1 (centres undefined)	5	1	0	-5	0	-14	-3	-4
O=C(COc1ccc2ccccc2c1)Nc1ccc2c(c1)CCC2	-99	13	18	12	5	16	5	1
Cc1cccc(C2(O)CCN(C(=O)c3nc4ccc(C)cc4[nH]3)CC2)c1	0	3	2	2	2	-1	-8	3
CCc1ccc(NC(=O)N2CCC(c3nc(C(=O)N(C)C)c(C)o3)CC2)cc1	3	2	0	-6	-1	-2	1	0
Cc1ccc(CNCc2c(C(=O)O)c(C)n(-c3ccccc3)c2C)cc1	17	-74	-9	-7	0	18	2	-5
CCN1CCC2(CC1)CN(C(=O)c1cnn(C)c1C)Cc1cc(C)ccc1O2	-74	-46	-11	-13	-5	-29	-65	-5
COc1ccc(-c2csc(C)n2)cc1S(=O)(=O)N1CCC(C)CC1	-7	-80	2	0	0	2	-1	-1
Cc1ccc(N2CC(C(=O)N3CCC(C(=O)Nc4ccccc4F)CC3)CC2=O)cc1 (centres undefined)	-7	-8	0	-11	2	-14	-1	-2
Cc1cncc(C2CCCN2C(=O)c2ccc3n[nH]nc3c2)n1 (centres undefined)	-22	-17	-3	-1	0	-6	1	-2
Cc1cc(O)c(C(c2ccc(F)cc2)c2c(O)cc(C)[nH]c2=O)c(=O)[nH]1	-2	3	4	4	1	-7	2	-2
Cc1ccc(-c2c3c4n(c(-c5ccc(Cl)cc5)cn4c2C(=O)NC2CCCCC2)CCCC3)cc1	26	-99	-25	-12	1	-9	-11	-6
Cc1[nH]nc(NC(=O)C2COc3ccccc3O2)c1-c1ccccc1 (centres undefined)	47*	25	37*	53*	26	39*	-141	32*
N#Cc1cccc(C(=O)Nc2cnc(N3CCCCC3)nc2)c1	-20	-21	-15	-5	-6	-13	-136	-2
O=C(CNC(=O)c1cc2ccccc2[nH]1)Nc1ccc2c(c1)OCCO2	5	25	0	18	5	51*	2	2
CCC(C)NC(=O)c1cnn(-c2ccc(-c3nc(C)no3)cn2)c1C (centres undefined)	4	13	10	0	2	8	8	2
COc1ccccc1-c1cnc(C(O)c2c(C)ccc3ccccc23)[nH]1 (centres undefined)	3	-44	-6	-4	-1	-22	-12	1
CC(=O)N1CCN(C(=O)Nc2ccccc2)CC2(CNC(=O)C2)C1 (centres undefined)	-15	-1	-2	-6	0	-1	1	-2
CC(=O)c1cc2c(cc1NC(=O)c1cc(S(=O)(=O)N3CCCC3)cn1C)OCO2	0	10	-2	1	0	19	3	0
COc1cccc(C(=O)N(C)C2CCCN(C(=O)c3sc(C)nc3C)CC2)c1 (centres undefined)	-1	9	8	10	2	8	2	2
Cc1ccc(-c2cnc(C3CC3)o2)cc1S(=O)(=O)Nc1ccc(F)c(Cl)c1	4	2	0	29	39*	66*	-37	6
CC(C)c1noc(-c2ccnc(-n3cnc(C(=O)NCC4CCCO4)c3)c2)n1 (centres undefined)	-21	1	9	0	-1	-5	-3	1

(list continues)
SMILES	USP8 inh	USP30 inh	OTUD3 inh	USP28 block	USP10 block	USP17 block	USP7 inh	UCHL1 block
CC(NC(=O)c1cnc(-c2ccccc2)nc1-c1ccncc1)c1ccccn1 (centres undefined)	1	-26	7	-9	-9	-2	-3	-6
Cc1ccc(CNC(=O)Cn2ncc3c(N4CCCC4)ncnc32)cc1	0	-6	-5	-12	0	-21	3	-1
O=C(NCc1ccc(-c2cccs2)s1)NC(=O)c1cccc(C(F)(F)F)c1	27	24	18	15	5	16	7	3
O=C(CCN1C(=O)c2cccnc2Sc2ccccc21)NCc1ccc2c(c1)OCO2	-15	-27	-8	-13	-5	-12	-2	-4
CCc1ccc2nc(NC(=O)c3ccc(=O)[nH]c3)sc2c1	-5	1	0	1	9	33*	3	0
O=C(Nc1ccccn1)c1noc2c1CCc1sccc1-2	88*	-51	-9	3	5	37*	-3	-1
Cc1ccc(C(=O)CCN2CCOCC2)c(C)c1	2	-16	-2	-5	0	-2	1	0
O=S(=O)(c1ccccc1)N1CCCn2nnc(CN3CCCCC3)c2C1	-146	3	0	-3	-1	-5	-1	-1
Cc1ccc(CN2CC[C@H]3[C@H]2CCN3C(=O)c2cnn(C)c2)o1	-153	-9	-3	-3	-1	-24	0	-4
CCn1c(=O)c(CCC(=O)NCc2ccccc2F)nc2c(C)nn(-c3ccccc3)c21	-14	-31	-10	-10	-4	-19	0	-2
Cc1nc(-c2ccccc2Cl)sc1C(=O)N[C@H](CO)c1ccccc1	-10	-39	-6	7	0	-13	3	2
COc1ccc(-c2nonc2NC(=O)C(c2ccccc2)c2ccccc2)cc1OC	21	51*	2	12	6	0	8	7
COc1cc2ncc(S(=O)(=O)c3ccccc3)c(N3CCOCC3)c2cc1OC	-19	-9	-2	-6	-1	-12	1	2
CN(C)C(=O)C1Cn2ccnc2C2(CCN(C(=O)C3CCC3)CC2)O1 (centres undefined)	-85	-7	8	-12	0	-14	-1	-1
O=C(Cc1c(F)cccc1Cl)Nc1ccc2nc3n(c(=O)c2c1)CCCC3	0	x	2	x	1	15	4	4
COc1ccccc1C(=O)N1CCC2(CC1)c1ncc(-c3ccc(C)cc3)n1CCN2C	1	20	4	7	-2	-3	2	0
CCOC(=O)c1cccc(N=Cc2sc(O)c3ccccc23)c1	-243	i	-172	-215	-6	-143	-137	-152
CC/C=C\[C@@H]1O[C@H]1C1=C(C)C(=O)C2(O1)C(=O)NC(OC)(C(=O)c1ccccc1)C2O (some centres undefined)	-26	-71	-20	-25	-11	-5	-7	-6
O=C(CN1CCC2(CCC1=O)NC(=O)c1ccccc1N2)NCc1ccc(F)cc1 (centres undefined)	9	8	6	6	0	4	4	2
CC(C)N1CC[C@@H]2[C@H]1C(=O)NC[C@H](CCC(=O)N1CCN(c3ccccn3)CC1)N2C	62*	39*	16	42*	0	-32	-4	10
O=C1CCCC[C@]2(CN(Cc3cccc(Oc4ncccn4)c3)C[C@H]2c2ccccn2)N1	18	22	13	22	1	14	2	1

In the list so far, nine contain an aryl methoxy group:
SMILES	USP8 inh	USP30 inh	OTUD3 inh	USP28 block	USP10 block	USP17 block	USP7 inh	UCHL1 block
COc1ccc(NC(=O)CCc2cccc3[nH]ccc23)cc1F	17	-20	-4	9	1	-3	-4	-3
COc1ccccc1-c1nnc(CS(=O)(=O)c2ccccc2)o1	-13	6	1	5	2	-2	0	2
COc1ccc(-c2noc(CSc3nnc(-c4ccc5c(c4)OCCO5)n3C)n2)cc1	0	11	3	11	2	10	0	0
COc1ccc(-c2csc(C)n2)cc1S(=O)(=O)N1CCC(C)CC1	-7	-80	2	0	0	2	-1	-1
COc1ccccc1-c1cnc(C(O)c2c(C)ccc3ccccc23)[nH]1 (centres undefined)	3	-44	-6	-4	-1	-22	-12	1
COc1cccc(C(=O)N(C)C2CCCN(C(=O)c3sc(C)nc3C)CC2)c1 (centres undefined)	-1	9	8	10	2	8	2	2
COc1ccc(-c2nonc2NC(=O)C(c2ccccc2)c2ccccc2)cc1OC	21	51*	2	12	6	0	8	7
COc1cc2ncc(S(=O)(=O)c3ccccc3)c(N3CCOCC3)c2cc1OC	-19	-9	-2	-6	-1	-12	1	2
COc1ccccc1C(=O)N1CCC2(CC1)c1ncc(-c3ccc(C)cc3)n1CCN2C	1	20	4	7	-2	-3	2	0

High-throughput results deposited in PubChem by Dana-Farber Cancer Institute and Novartis Institutes for BioMedical Research (Cambridge, Mass).
